# Efflux pump mplx – inhibitors of Candida antifungal efflux pumps expressed in yeast. S. cerevisiae Candida pump triplex, Nile Red efflux. inhibition, % at 10 µM. 330,000 compounds, 0.44% hits. AID 485275;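 active = plate passing quality check with inhibition over a set limit, or well fluorescence over plate mean plus 4 SD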;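 also: Nile Red retained in pooled yeast measured as flow cytometry median fluorescence; 0% = buffer negative control and 100% = Enniatin B positive control; higher means more Nile Red kept so more efflux inhibition; some compounds called inactive have numbers as strong as hits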
# RPL19A TOR yeast – alters RPL19A-GFP fluorescence in TOR pathway yeast screen | 330,000 compounds, 0.3% hits | S. cerevisiae RPL19A-GFP strain, flow cytometry, 3 h; stronger effect = lower value | percent response vs DMSO, % at 10 µM | AID 2025;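 active = percent response vs DMSO below 50%; inconclusive = fewer than 70 events counted for the yeast strain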;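 also: median channel GFP fluorescence of the barcoded RPL19A-GFP strain; ratio of sample median GFP to plate DMSO average so 100% = DMSO; lower means less RPL19A-GFP as with rapamycin TOR inhibition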
# LAP4-GFP MLPCN – modulators of TOR pathway LAP4-GFP in S. cerevisiae. S. cerevisiae LAP4-GFP multiplex, flow cytometry GFP, 3 h; median GFP as percent of DMSO wells. GFP response vs DMSO, % at 10 µM. 320,000 compounds, 0.34% hits. AID 2023;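 active = GFP response vs DMSO above a set limit, about the screen mean plus 3 SD, cut at about 150% in these data; inconclusive = under 70 cell events counted for the yeast strain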
# CIT2 TOR yeast – alters CIT2-GFP fluorescence in TOR pathway yeast screen. S. cerevisiae CIT2-GFP strain, flow cytometry, 3 h; 100 means same as DMSO wells. GFP response vs DMSO, % at 10 µM. 320,000 compounds, 0.065% hits;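 active = GFP response relative to DMSO above a set limit, near the screen mean plus 3 SD, cut at about 150% in these data; inconclusive = Fewer than 70 cells measured for a yeast strain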;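 also: ratio of well median GFP fluorescence to mean of DMSO wells on the plate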
# Yeast superoxide – yeast age-related superoxide inhibition as caloric restriction mimetic; S. cerevisiae aged cells, superoxide DHE fluorescence; stronger effect = lower value; superoxide response (% of plate mean), % at 10 µM; 330,000 compounds, 0.18% hits;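 active = superoxide response under a set limit, about three screen SD below normal, cut at about 65% in these data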;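 also: yeast aged for seven days with compound at 30 °C before DHE staining; 100% = average MFI of all compound-treated wells on the plate with controls excluded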
# AHR activator – human AHR activation; AHR-responsive luciferase reporter cells, luminescence; P35869; 320,000 compounds, 2.5% hits; AID 2796; activation, % at 5 µM; in the data active = activation above about 47%;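 also: 0% = vehicle wells and 100% = reference agonist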
# Target sequence (P35869 whole entry, looked up): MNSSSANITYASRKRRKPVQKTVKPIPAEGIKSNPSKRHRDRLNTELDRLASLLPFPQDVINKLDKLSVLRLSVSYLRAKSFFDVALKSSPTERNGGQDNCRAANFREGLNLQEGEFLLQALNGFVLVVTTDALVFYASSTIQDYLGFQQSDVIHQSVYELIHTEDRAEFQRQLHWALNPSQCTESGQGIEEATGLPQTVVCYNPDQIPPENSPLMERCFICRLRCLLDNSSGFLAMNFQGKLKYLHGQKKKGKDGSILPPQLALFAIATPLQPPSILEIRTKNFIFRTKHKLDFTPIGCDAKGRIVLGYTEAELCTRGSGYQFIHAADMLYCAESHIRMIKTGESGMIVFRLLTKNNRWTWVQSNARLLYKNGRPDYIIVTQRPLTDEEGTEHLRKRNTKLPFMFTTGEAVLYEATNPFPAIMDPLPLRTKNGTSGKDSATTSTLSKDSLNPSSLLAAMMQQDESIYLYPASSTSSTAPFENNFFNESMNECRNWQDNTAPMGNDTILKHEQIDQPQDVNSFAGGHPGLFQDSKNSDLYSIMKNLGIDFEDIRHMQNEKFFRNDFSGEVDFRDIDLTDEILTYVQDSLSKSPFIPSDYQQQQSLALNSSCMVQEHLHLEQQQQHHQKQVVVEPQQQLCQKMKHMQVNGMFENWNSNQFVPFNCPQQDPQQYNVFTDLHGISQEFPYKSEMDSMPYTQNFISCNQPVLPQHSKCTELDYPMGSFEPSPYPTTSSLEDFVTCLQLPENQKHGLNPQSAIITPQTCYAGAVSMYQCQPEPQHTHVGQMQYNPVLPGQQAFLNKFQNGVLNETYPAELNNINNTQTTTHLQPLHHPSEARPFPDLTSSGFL
# MEP2-GFP yeast – yeast TOR pathway MEP2-GFP modulation; S. cerevisiae MEP2-GFP strain, flow cytometry GFP, 3 h; 100% = DMSO control level; GFP response vs DMSO, % at 10 µM; AID 2016; 330,000 compounds, 0.51% hits;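 active = GFP response versus DMSO above a set limit, roughly screen mean plus 3 SD, cut at about 180% in these data; inconclusive = fewer than 70 cells counted for a yeast strain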;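 also: median GFP fluorescence of the barcode-gated MEP2-GFP cells per well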
# AGP1 TOR yeast – modulators of TOR pathway AGP1-GFP in S. cerevisiae | GFP response vs DMSO, % at 10 µM | 320,000 compounds, 0.02% hits | S. cerevisiae AGP1-GFP multiplex flow cytometry, 3 h; GFP as percent of DMSO wells | AID 2066;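 active = GFP response relative to DMSO above a set limit, near screen average plus 3 SD, cut at about 150% in these data; inconclusive = fewer than 70 cells counted for the yeast strain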;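 also: median GFP channel fluorescence of the gated AGP1 strain per well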
# * = called active by the depositor; ? = inconclusive; . = not tested or not shown; [ ] = remark or other dose.
# Start of the data: the first two records, ahead of the listing:
SMILES,Efflux pump mplx,RPL19A TOR yeast,LAP4-GFP MLPCN,CIT2 TOR yeast,Yeast superoxide,AHR activator,MEP2-GFP yeast,AGP1 TOR yeast
CCc1cc2c(SCC(=O)c3ccc(C)cc3)ncnc2s1,0.0,92,95,87,102,3,90,94
CCOC(=O)C1=C(c2ccccc2)NC(=S)NC1c1ccc(C)c([N+](=O)[O-])c1 (stereo not drawn),-0.2,102,98,100,97,-1,106,99

# The whole of this part, repeating the preview:
SMILES,Efflux pump mplx,RPL19A TOR yeast,LAP4-GFP MLPCN,CIT2 TOR yeast,Yeast superoxide,AHR activator,MEP2-GFP yeast,AGP1 TOR yeast
CCc1cc2c(SCC(=O)c3ccc(C)cc3)ncnc2s1,0.0,92,95,87,102,3,90,94
CCOC(=O)C1=C(c2ccccc2)NC(=S)NC1c1ccc(C)c([N+](=O)[O-])c1 (stereo not drawn),-0.2,102,98,100,97,-1,106,99
COC(=O)C(C)n1cnc2c(nnn2-c2ccccc2)c1=O (stereo not drawn),0.1,104,103,107,93,1,102,111
CCC(C(=O)NC(C)CCc1ccccc1)n1nc(C)n2c(cc3occc32)c1=O (stereo not drawn),0.0,100,104,109,114,2,112,107
S=C(Nc1ccccc1Cl)N1CCCC1,0.7,103,90,101,94,-1,102,100
OC(CCCN1CCC(O)(c2ccc(Cl)cc2)CC1)c1ccc(F)cc1 (stereo not drawn),0.0,96,93,85,87,2,103,86
CS(=O)(=O)N1CCN(c2nnc(-c3ccccc3)c3ccccc23)CC1,0.0,57[may fluoresce violet],89[may fluoresce violet],?,99,-1,230*[may fluoresce violet],?
Cc1ccc(CNC(=O)COc2ccc(S(=O)(=O)N3CCCC3)cc2)cc1,-0.2,109,92,113,112,0,105,102
NNC(=O)c1nc[nH]c1C(=O)Nc1ccccn1,0.1,109,118,113,101,21,121,112
CNC(=O)N(O)C1N(c2ccccc2)C(=S)SC1(C)C (stereo not drawn),8.0*,102,93,101,92,0,95,98
COc1ccccc1CNC(=O)C/C(C)=N/NC(=O)Cc1ccc(Cl)cc1,0.0,95,103,101,93,3,105,96
CCOc1ccccc1/C=N/NC(=O)C[n+]1ccccc1,-0.1,98,94,100,94,-2,95,98
Cc1ccc(C(=O)NCC(=O)N2CCC3(CC2)NCCc2[nH]cnc23)cc1C,0.1,95,97,95,95,0,92,95
CN(C(=O)CSc1nnc(-c2cccs2)n1N)c1ccccc1,-0.1,97,100,88,101,0,91,102
CC(C)CN(C(=O)C(c1ccccc1)c1ccccc1)c1c(N)n(CC(C)C)c(=O)[nH]c1=O,-0.1,98,96,99,88,1,100,105
N/C(=N\OC(=O)C1CCCCC1)c1ccc(Cl)cc1,0.2,103,96,119,113,-4,96,66
O=S(=O)(NCCNc1ncc(C(F)(F)F)cc1Cl)C(F)(F)F,-0.1,97,100,96,118,1,107,95
CCc1nnc(NC(=O)CN2CCN(c3ccccc3OC)CC2)s1,0.0,101,91,106,91,1,106,108
Cc1ncc([N+](=O)[O-])n1CC(=O)NC(C)(C)C,-0.1,101,109,78,118,-1,156,97
Cc1cccc2cc(CN(CCCO)C(=O)Nc3cccc(Cl)c3)c(=O)[nH]c12,0.1,85,87,79,96,8,85,86
CC(=O)c1c(OC(=O)c2ccc(C)cc2)c2ccccc2n1C,0.0,93,98,88,102,5,100,93
CCC1(CC)Cc2ccccc2-c2nc(NCCCO)[nH]c(=O)c21,0.0,98,94,92,103,0,98,95
CCOCCCNC(=O)Cc1ccc(F)cc1,-0.3,108,99,104,85,10,102,109
COc1ccccc1/C=C/CN1CCC(n2nccc2NC(=O)CCc2ccccc2)CC1,0.1,95,94,105,110,8,104,102
O=C(Nc1cccn(Cc2c(F)cccc2Cl)c1=O)NC1CCCCC1,0.0,98,100,92,77,3,105,103
CC(OC(=O)CCCC(=O)Nc1ccc(F)cc1)C(=O)c1ccccc1 (stereo not drawn),0.0,96,95,99,94,-3,84,93
O=C(CCCN1CCC(c2ccccc2)C1)c1ccc2c(c1)OCCO2 (stereo not drawn),0.1,98,96,107,93,2,96,104
Cc1ccc(OCC(=O)N2CCc3ccccc32)c([N+](=O)[O-])n1,0.0,100,99,102,96,9,104,99
Cc1ccc(/C=N/NC(=O)CSc2nc3ccccc3n2C)s1,0.1,99,105,100,106,108*,100,101
CC(=O)OCC1OC(OC(C)=O)C(NC(=O)Cc2ccccc2)C(OC(C)=O)C1OC(C)=O (stereo not drawn),-0.1,91,91,98,114,0,95,94
O=C(NCC1CCCN1S(=O)(=O)c1cccs1)C(=O)Nc1ccc(F)cc1 (stereo not drawn),0.2,100,100,104,101,-3,102,109
Cc1c2cnn(CC(=O)NC3CCCC3)c(=O)c2c(C)n1Cc1ccccc1,0.1,100,94,106,89,9,101,102
CC(C)Cn1c(=O)c2ccccc2n2c(CCC(=O)O)nnc12,3.9,102,89,93,87,1,87,97
CCOc1cc(C(=O)N(C)CC(=O)Nc2cccc(F)c2)ccc1OCC(=O)N1CCCCC1,0.0,101,100,108,95,16,100,106
O=C(Nc1cc(Cl)ccc1-n1cncn1)c1cccs1,-0.1,96,97,107,95,84*,97,108
Cn1c(=O)c2c(nc(SCCNS(=O)(=O)c3ccccc3)n2C)n(C)c1=O,-0.1,102,100,107,114,2,103,108
CC(CCc1ccco1)NC(=O)CCc1nnc2ccc(NCc3ccccc3)nn12 (stereo not drawn),0.2,106,112,108,117,0,109,124
COc1ccc2oc(=O)c(-c3csc(Nc4cccc(O)c4)n3)cc2c1,0.3,95,101,94,103,1,99,97
CN(C)S(=O)(=O)N1CCC(Oc2ccc(C(=O)NC3Cc4ccccc4C3)cc2)CC1,0.1,101,105,104,94,1,98,104
O=C(CCCN1C(=O)c2ccccc2C1=O)Nc1nncs1,0.1,89,94,90,138,0,98,89

# Profiles, looked up by structure. Screens in order: Efflux pump mplx, RPL19A TOR yeast, LAP4-GFP MLPCN, CIT2 TOR yeast, Yeast superoxide, AHR activator, MEP2-GFP yeast, AGP1 TOR yeast
# `O=C(Nc1cccn(Cc2c(F)cccc2Cl)c1=O)NC1CCCCC1` is listed as 0.0, 98, 100, 92, 77, 3, 105, 103
# `CCC1(CC)Cc2ccccc2-c2nc(NCCCO)[nH]c(=O)c21` is listed as 0.0, 98, 94, 92, 103, 0, 98, 95
# `CC(C)Cn1c(=O)c2ccccc2n2c(CCC(=O)O)nnc12` is listed as 3.9, 102, 89, 93, 87, 1, 87, 97

# The list continues.
SMILES,Efflux pump mplx,RPL19A TOR yeast,LAP4-GFP MLPCN,CIT2 TOR yeast,Yeast superoxide,AHR activator,MEP2-GFP yeast,AGP1 TOR yeast
COCCn1c(N)c(S(=O)(=O)c2cccs2)c2nc3ccccc3nc21,0.0,99,104,103,74,2,100,102
O=C(O)c1ccc(COc2ccc3ccccc3c2)o1,-0.1,98,106,100,125,7,103,98
COc1ccc(Nc2nc(C(C)(C)C)nc3c2nnn3Cc2ccccc2Cl)cc1OC,0.0,91,87,93,118,3,102,85
Cc1cc(C(F)(F)F)n(-c2nc(C(=O)Nc3cccnc3)cs2)n1,0.1,101,103,102,92,4,108,99
CCOC(=O)CNC(=O)c1nn(-c2ccc(OCC)cc2)c(=O)c2ccccc12,-0.1,106,98,107,101,-2,99,106
O=C(COn1nnc2ccc(S(=O)(=O)N3CCOCC3)cc21)NCCc1ccccc1,-0.1,91,101,86,103,-1,90,98
CC(C)[C@@H]1COC(c2cccc(C3=N[C@H](C(C)C)CO3)n2)=N1,-0.1,99,94,87,98,-2,95,81
Cc1cc(-c2ccc(C)c(S(=O)(=O)NCC3CCN(Cc4ccc(F)cc4)CC3)c2)on1,-0.1,101,100,102,102,1,99,109
CSS(=O)(=O)c1cccc2cccnc12,0.2,97,119,94,103,2,98,102
Cc1ccc(S(=O)(=O)N2CCCN(S(=O)(=O)c3ccc4ccccc4c3)CC2)cc1,-0.6,91,96,95,96,-1,95,99
O=C(COc1ccccc1[N+](=O)[O-])OC1CCS(=O)(=O)C1 (stereo not drawn),0.0,102,108,103,96,-1,105,107
Cc1ccc(N(CC(=O)N2CCOCC2)S(C)(=O)=O)cc1Cl,-0.1,101,86,104,97,-3,97,99
CC(OC(=O)CCCOc1ccccc1)C(=O)NC(N)=O (stereo not drawn),-0.1,100,95,95,99,13,100,98
N=C(N)N1CCN(Cc2ccccc2)CC1,-0.1,96,97,107,90,-1,97,104
CCN(CC)C(=O)Oc1ccc(NC(C)=O)cc1,0.1,97,99,95,103,-4,108,93
OC1(C#CCN2CCCC2)CCCCC1,0.2,103,86,99,104,-3,108,88
CCCS(=O)(=O)c1c(S(=O)(=O)CCC)c2cnccn2c1C(=O)c1ccc(OC)cc1,-0.1,106,.,.,90,0,103,.
COCCNc1nc(Cl)c(C#N)s1,-0.2,106,97,101,98,3,102,101
O=C(COc1ccccc1)NCC(=O)Nc1ccc(S(=O)(=O)NCc2ccco2)cc1,-0.2,99,94,101,81,19,107,109
CCC(c1nnnn1CS(=O)(=O)c1ccc(C)cc1)N1CCC(C(N)=O)CC1 (stereo not drawn),-0.7,99,87,112,93,0,98,100
CNC(=S)NN(c1ccccc1)c1ccccc1,0.0,99,101,107,82,-1,103,110
COc1ccc(N2CC(C(=O)Nc3nc4ccc(OC)cc4s3)CC2=O)cc1 (stereo not drawn),0.5,102,120,105,106,1,111,97
Cc1ccccc1NC(=O)c1c([N+](=O)[O-])cnn1C,-0.1,108,97,99,98,4,108,99
CCN1C(=O)CC(N2CCC(C(=O)N3CCOCC3)CC2)C1=O (stereo not drawn),-0.1,104,103,109,121,1,111,105
Cc1ccccc1CSc1nnc(NC(=O)C2COc3ccccc3O2)s1 (stereo not drawn),0.1,97,98,94,94,0,103,98
O=C(c1nc2ccc(Cl)cn2c1CNCCc1cnccn1)N1CCCCCCC1,0.0,99,83,101,98,3,95,88
CCOc1ccc(C2SCC(=O)N2c2c(C)n(C)n(-c3ccccc3)c2=O)cc1 (stereo not drawn),-0.1,102,107,111,104,-3,105,107
Cn1c2ccccc2c2nnc(NN)nc21,0.6,98,106,92,104,23,100,97
CCCCCC/C(C)=C1/SC(=S)NC1=O,-0.1,96,123,100,88,-1,114,99
Cc1ccccc1-c1nc2ccc(Cl)cc2c(=O)n1O,0.2,104,91,92,74,3,98,102
O=C1NC(=S)S/C1=C\c1cc2ccccc2nc1N1CCCCC1,0.0,101,108,105,107,9,107,109
O=C(CSCc1ccc(Br)cc1)Nc1ccccc1C(=O)N1CCOCC1,0.1,98,117,97,97,-1,119,102
CCCn1nnc(NC(=O)c2cccnc2Cl)n1,-0.1,93,105,92,93,2,98,98
O=C(c1cccnc1)N1CCCC(Nc2ccc(F)cc2)C1 (stereo not drawn),0.0,104,77,.,94,4,106,93
CC(/C=N/NC(=O)c1cc(C2CC2)[nH]n1)=C\c1ccccc1,-0.2,104,111,105,96,24,102,107
COc1ccc(C)cc1NC(=O)CN1CCN(S(=O)(=O)c2ccc(F)cc2)CC1,0.0,103,99,106,93,-2,110,108
CC(C)(C)c1ccc(OCCCC(=O)NC2=NCCS2)cc1,0.0,102,119,109,100,5,112,102
O=C(NC1CCS(=O)(=O)C1)OC1CCCCC1 (stereo not drawn),0.7,91,88,98,92,-1,90,95
Cc1c(CCC(=O)N2CCC(C(=O)NCCCCCC(=O)O)CC2)c(=O)oc2cc3oc4c(c3cc12)CCCC4,0.0,103,102,105,122,0,102,104
CCN(c1ccccc1)S(=O)(=O)c1ccc(Oc2ccccc2C(C)=O)nc1,0.2,90,100,91,93,4,92,101
COc1ccccc1OCCOCCOc1ccc(C)cc1Br,0.0,99,95,95,88,15,100,90
CCOc1ccc(OCc2cccc(C(=O)N/N=C/c3cccnc3)c2)cc1,-0.7,94,91,97,104,-15,102,94

# Bioassay records from PubChem.
